# Source: PubChem BioAssay
# BLM helicase inh: inhibitors of human Bloom syndrome helicase BLM. P54132. recombinant BLM DNA unwinding, fluorescence dequenching. Potency, µM (titrated, usually from 56.1 µM), without a hit: at the top dose activity change, negative = inhibition, actives largely listed as inhibitors. 350,000 tested, 0.2% active;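 note: plate controls were vehicle for no effect and no enzyme for full effect; nearly all actives have a fitted effect of over 35% in size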
# Pin1 inh: inhibitors of human Pin1; AID 504891; Q13526; Potency, µM (doses to about 115 µM), for the others: at the top dose activity, negative = inhibition, usual class: inhibitors; Pin1 FP peptide displacement, HiFluor488, 10 min; 390,000 tested, 0.009% active; active = well fitted inhibition curve with a large enough effect in the polarisation, with a control signal flat, not every such curve was filed as active; inconclusive = small, poorly fitted or top-dose-only effect, or effect the other way, or a change in a side signal; inactive = no such curve, though single readings can be large or run the other way; the % refers to the polarisation; note: % is set by controls: 0 for no effect and ±100 for the full control effect
# Target sequence (Q13526 whole entry, looked up): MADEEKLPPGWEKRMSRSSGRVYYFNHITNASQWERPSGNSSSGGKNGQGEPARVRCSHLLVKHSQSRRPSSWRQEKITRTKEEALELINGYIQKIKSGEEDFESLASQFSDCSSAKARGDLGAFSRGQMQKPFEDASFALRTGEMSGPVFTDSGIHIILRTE
# PGK inhibitor: inhibitors of T. brucei phosphoglycerate kinase | P07378 | PGK/GAPDH coupled, Kinase-Glo luminescence, 60 min | Potency, µM (series often up to 57.5 µM), inactives show at the top dose activity change, negative = inhibition, usual class: inhibitors | 380,000 tested, 0.043% active | AID 602233; note: % is set by controls: 0 for no effect and ±100 for the full control effect; nearly all actives have a fitted effect of over 60% in size
# Target sequence (P07378 whole entry, looked up): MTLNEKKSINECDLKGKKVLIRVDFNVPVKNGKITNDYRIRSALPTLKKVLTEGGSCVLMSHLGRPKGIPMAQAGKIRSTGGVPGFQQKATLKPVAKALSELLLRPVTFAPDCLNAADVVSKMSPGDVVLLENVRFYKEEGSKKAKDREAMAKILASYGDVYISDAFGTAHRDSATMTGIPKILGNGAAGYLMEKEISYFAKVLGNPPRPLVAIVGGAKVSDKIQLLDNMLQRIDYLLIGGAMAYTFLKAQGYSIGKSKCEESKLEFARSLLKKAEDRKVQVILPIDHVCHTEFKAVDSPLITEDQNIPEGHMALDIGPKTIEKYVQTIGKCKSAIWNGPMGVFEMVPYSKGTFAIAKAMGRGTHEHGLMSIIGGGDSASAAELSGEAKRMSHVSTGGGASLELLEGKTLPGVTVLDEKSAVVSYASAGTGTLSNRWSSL
#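 Luminescent ATP detection (Kinase-Glo Plus) follows a 60-minute room-temperature incubation, with wells lacking PGK as controls. Buffer: 100 mM TEA (pH 7.6), 5 mM MgCl2, 0.01% Tween-20. Coupling enzyme GAPDH (100 nM final) supplies unstable 1,3-BPG in-well.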
# HP1b chromo inh: blocks HP1-beta chromodomain binding to methylated histone tails. P83916. AlphaScreen HP1-beta / biotin-H3K9me3 peptide binding. Potency, µM (titrated, usually from 114 µM), inactives show at the highest dose activity change, negative = inhibition, most hits filed as inhibitors. 390,000 tested, 0.56% active. AID 540317; note: nearly all actives have a fitted effect of over 70% in size; inactives centre near 23
# Target sequence (P83916 whole entry, looked up): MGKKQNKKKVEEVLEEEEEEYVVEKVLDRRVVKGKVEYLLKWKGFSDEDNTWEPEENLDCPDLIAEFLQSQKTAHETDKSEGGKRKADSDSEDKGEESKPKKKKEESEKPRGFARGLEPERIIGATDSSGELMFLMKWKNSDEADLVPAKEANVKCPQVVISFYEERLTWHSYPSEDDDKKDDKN
#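 Compound inhibition of the preformed complex between 50 nM HP1-beta and 50 nM biotinylated H3K9me3 peptide was read by AlphaScreen. Buffer was PBS pH 7.4 with 0.01% Tween-20. Incubations ran 30 min at room temperature, with 10 ug/mL donor/acceptor beads.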
# POLI inh: blocks human DNA polymerase iota activity. Q9UNA4. Pol iota fluorescent replication assay, 10 min. Potency, µM (highest dose often 115 µM), for the others: at the top dose activity, negative = inhibition, actives largely listed as inhibitors. 390,000 tested, 1% active
#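 Fluorescent replication assay read twice, at 0 min and 10 min after adding 50 nM (final) substrate. Enzyme (10 nM) and compounds were first incubated 15 min at room temperature; enzyme-free buffer wells were negative controls.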
# G9a inh: G9a (human) methyltransferase inhibition; G9a H3K9 monomethylation, AlphaScreen, 2 h; 350,000 tested, 8.8% active; Q96KQ7; AID 504332; Potency, µM (titrated, usually from 102 µM), without a hit: top-dose activity, negative = inhibition, most hits filed as inhibitors; note: % is set by controls: 0 for no effect and ±100 for the full control effect; nearly all actives have a fitted effect of over 75% in size
# Target sequence (Q96KQ7 913-1193 limits assumed): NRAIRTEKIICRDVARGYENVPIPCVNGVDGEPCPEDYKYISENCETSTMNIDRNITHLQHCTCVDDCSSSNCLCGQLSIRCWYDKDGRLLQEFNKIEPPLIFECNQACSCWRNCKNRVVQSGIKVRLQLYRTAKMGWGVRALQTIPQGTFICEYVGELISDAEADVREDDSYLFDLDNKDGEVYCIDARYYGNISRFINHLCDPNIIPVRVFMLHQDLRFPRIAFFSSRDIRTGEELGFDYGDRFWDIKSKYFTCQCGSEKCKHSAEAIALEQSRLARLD
#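 Compounds were preincubated with 20 nM G9a for 15 min, after which biotinylated H3K9 peptide (500 nM) and SAM (20 uM) started a 2 h room-temperature reaction. Monomethylated product was quantified by antibody-based AlphaScreen chemiluminescence.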
# GLS inh: inhibitors of human glutaminase (GLS); O94925; GLS enzymatic activity, qHTS titration; Potency, µM (doses to about 45.5 µM), without a hit: at the top dose activity change, negative = inhibition, most hits filed as inhibitors; 410,000 tested, 0.21% active; AID 624170; note: % is set by controls: 0 for no effect and ±100 for the full control effect
#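 Read-out is an Amplex red fluorescence increase coupled through glutamate oxidase and HRP, measured before and after 30 min room-temperature incubation. hKGA is in 45 mM KH2PO4 (pH 8.2) with 0.02% Tween-20; glutamine added as 1mM solution.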
# JMJD2A Tudor inh: blocks the human JMJD2A Tudor domain; O75164; AlphaScreen JMJD2A-Tudor / H3K4me3 peptide binding; Potency, µM (series often up to 114 µM), for inactives: top-dose activity change, negative = inhibition, actives largely listed as inhibitors; 390,000 tested, 4.4% active; note: % is set by controls: 0 for no effect and ±100 for the full control effect; nearly all actives have a fitted effect of over 50% in size
# BAZ2B inh: blocks human BAZ2B; Q9UIF8; AlphaScreen BAZ2B-H3K14Ac peptide displacement; Potency, µM (titrated, usually from 114 µM), for inactives: at the top dose activity change, negative = inhibition, most hits filed as inhibitors; 360,000 tested, 4.4% active; AID 504333; note: % is set by controls: 0 for no effect and ±100 for the full control effect; nearly all actives have a fitted effect of over 60% in size
#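 AlphaScreen luminescence quantifies BAZ2B engagement of H3K14Ac peptide; the protein and biotinylated peptide are both at 50 nM final, buffer PBS pH 7.4 with 0.01% Tween-20, all steps at room temperature.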
# An asterisk follows results filed as active; i = inactive; ? = inconclusive; · = no result given; & = joins results of further samples; [ ] = remark or other dose. Unless noted, calls come from the whole dose curve; as a rule, active = well fitted curve in the direction sought with a large enough effect; inconclusive = small, poorly fitted or top-dose-only effect, or another doubt; inactive = no such curve, though single readings can be large; an effect the other way counts as inactive or inconclusive. Potency is the fitted concentration of half-maximal effect. Not all compounds are listed; the hit share may differ from the screen's.
HP1b chromo inh	PGK inhibitor	GLS inh	BLM helicase inh	BAZ2B inh	JMJD2A Tudor inh	G9a inh	Pin1 inh	POLI inh	SMILES
19%	1%	-2%	-4%	2%	-12%	·	4%	24%	COc1ccc(S(=O)(=O)N2CCCC(C(=O)NCC3CCCO3)C2)cc1Cl (centres undefined)
12%	-1%	-2%	-4%	-3%	-22%	-5%[59 µM]	?	13%	COc1ccc(CN(C(=O)c2cnccn2)C(C(=O)Nc2ccc(F)cc2)c2ccccc2)cc1 (centres undefined)
56%[activator]	12%	19%	-5%	-6%	12%[57.1 µM]	0%	-3%	19%	CNC(=O)C(Sc1ccccc1)c1ccccc1 (centres undefined)
47%[activator]	-5%	2%	·	·	-4%	·	4%	-13%	COc1ccccc1/C=N/Nc1nc(C)c(C(C)=O)s1
58%[activator]	i	-6%	-1%	-17%	-2%	-44%	-9%	16%	CCOC(=O)c1cnn(-c2ccccc2)c1-n1cccc1C(=O)C(=O)N(C)C
9%	7%	-2%	2%	-1%	-21%	4%	1%	22%	COc1ccc(CC(=O)N2CCN=C2SC)cc1
-1%	7%	2%	3%	40µM*	89µM*	45µM*	3%	-10%	Cc1c(C)n(Cc2ccc(Cl)cc2)c2ccc(C(=O)NCCCN3CCOCC3)cc12
13%[57 µM]	i	16%	-2%	-14%	-10%	8%[59 µM]	1%	-6%	CCn1c2c(c(=O)n3ncc(C(=O)Nc4cc(Cl)ccc4C)c13)CN(Cc1ccc(OC)cc1)CC2
30%	-8%	1%	-4%	-9%	-21%	-2%	7%	61%[activator]	O=C(NCC1CCCO1)C(c1ccco1)N(Cc1ccc(F)cc1)C(=O)CN1C(=O)c2ccccc2S1(=O)=O (centres undefined)
22%	-4%	14%	3%	10%	-21%	-6%[59 µM]	1%	10%	O=C(NNC(=O)c1cccc(S(=O)(=O)N2CCN(c3ccccc3)CC2)c1)c1ccc(Cl)cc1
17%	-2%	-5%	-11%&-3%	-28%	-10%	?	?	17%	COc1ccc(C2CC(c3c(O)cc(C)oc3=O)=NCCS2)c(OC)c1 (centres undefined)
36%	-1%	0%	0%	-7%	-12%	30%	2%	?	Cc1ccc(NC(=O)CCNS(=O)(=O)c2ccc3c(c2)CCC(=O)N3)cc1F
-21%	5%	10%	-6%	?	-6%[11.4 µM]	?	?	2%	Cc1ccc(C)c(N2CCN(C(=O)c3ccc(NS(=O)(=O)c4c(C)noc4C)cc3)CC2)c1
71%[activator]	-6%	0%	·	·	-2%	·	-1%	19%	C=CCNC(=O)c1onc(CSc2ccc(F)c(F)c2)c1C(=O)NCC=C
29%	-9%	-4%	-1%	-7%	1%	-29%	-5%	13%	COc1ccccc1-n1c(SCC(N)=O)nnc1-c1ccc(S(=O)(=O)N2CCCCC2)cc1
20%	i	-6%	·	·	2%	·	0%	40%[activator]	Cc1nn(CC(=O)OCC(=O)c2ccccc2)c(C)c1[N+](=O)[O-]
4%	·	32%[activator]	-7%	-2%	-18%	-4%[12.7 µM]	-4%	-7%	O=C(c1cnn2cccnc12)N1CCN(c2ccccc2)CC1
13%	·	-1%	-5%	4%	-2%	?	-2%	-8%	COc1ccc(CNn2c(C)nc3ccccc3c2=O)cc1
71%[activator]	-10%	-1%	-2%	10%	11%	42%[activator]	-8%	27%	COc1ccc2cc(-c3ccccc3)c(=O)oc2c1
24%	5%	1%	-1%	-13%	-18%	56µM*	16%	?	COc1ccc(OCCC(=O)NCCN2CCOCC2)cc1
3%	·	-3%	-6%	?	-33%	-43%[59 µM]	-5%	30%[activator]	O=C(CSc1nc2c(c(=O)[nH]1)CCC2)Nc1ccccc1F
-4%	-5%	22%	?	-7%	-33%	-11%[59 µM]	?	20µM*	O=C(N/N=C/c1ccc(Sc2ccccn2)o1)c1cc2ccccc2cc1O
32%	-1%	-17%	-1%	-7%	-4%	-10%	5%	19%	Cc1ccc(S(=O)(=O)N(C)c2cc(S(N)(=O)=O)c(C)cc2C)cc1
-4%	5%	2%	-9%	?	3.2µM*	-11%[0.501 µM]	2%	-7%	Clc1ccc(CSc2nccn2Cc2ccccc2)cc1
51%[activator]	?	-15%	-6%	-33%	-2%	11%	-3%	?	O=C(c1ccc(F)cc1)c1cc2ccc(O)cc2oc1=O
23%	-6%	29%	0%	-16%	-16%	-30%	1%	130%[activator]	Cc1ccc(NC(=O)COC(=O)[C@H](C)N2C(=O)C3CC=CCC3C2=O)cc1S(=O)(=O)N(C)C (some centres undefined)
49%[activator]	2%	12%	-3%	0%	-13%	88%[activator]	25%	-2%	COc1cc(C(=O)Nc2nnc(CC(=O)NCc3ccccc3)s2)cc(OC)c1OC
16%	-7%	22%	-5%	?	-11%	·	-5%	8%	COc1ccccc1NS(=O)(=O)c1ccc(-c2cnc(C3CC3)o2)cc1
18%	i	-2%	-4%	2%	-10%	?	0%	-2%	O=C(N/C=C\c1ccccc1)NCc1ccc(Cl)cc1
29%	-15%	?	1%	-12%	-7%	·	-9%	-12%	Cn1c(SCCOc2ccc(F)cc2)nnc1-c1ccncc1

# A run of entries from the list above:
HP1b chromo inh	PGK inhibitor	GLS inh	BLM helicase inh	BAZ2B inh	JMJD2A Tudor inh	G9a inh	Pin1 inh	POLI inh	SMILES
16%	-7%	22%	-5%	?	-11%	·	-5%	8%	COc1ccccc1NS(=O)(=O)c1ccc(-c2cnc(C3CC3)o2)cc1
18%	i	-2%	-4%	2%	-10%	?	0%	-2%	O=C(N/C=C\c1ccccc1)NCc1ccc(Cl)cc1
29%	-15%	?	1%	-12%	-7%	·	-9%	-12%	Cn1c(SCCOc2ccc(F)cc2)nnc1-c1ccncc1

# Carrying on.
HP1b chromo inh	PGK inhibitor	GLS inh	BLM helicase inh	BAZ2B inh	JMJD2A Tudor inh	G9a inh	Pin1 inh	POLI inh	SMILES
10%	-3%	5%	·	-4%	-10%	-8%[59 µM]	4%	2%	O=C(NCC(c1ccco1)N1CCCC1)c1cn(Cc2ccccc2)nc1-c1ccccc1 (centres undefined)
2%	-9%	-24%	-7%	-23%	-27%	-27%[59 µM]	27%	12%	O=C(c1ccc2c(c1)N(Cc1ccccc1F)C(=O)c1ccccc1S2(=O)=O)N1CCc2ccccc21
?	0%	?	·	·	-26%	·	2%	6%	CC(C)C(=O)Nc1cc(S(=O)(=O)N2CCOCC2)ccc1N1CCCCC1
12%	-7%	22%	2%	-1%	-2%	-3%[59 µM]	-11%	-2%	COc1ccc(NS(=O)(=O)c2ccc(-n3cccn3)cc2)cc1OC
3%	-9%	0%	-8%	?	-28%	-7%	0%	94%[activator]	Cc1ccc2[nH]c(CNC(=O)c3ccccc3F)cc2c1
39%	i	3%	1%[12.4 µM]	·	-17%	·	-2%	15%	CCN1C(=O)N[C@H](c2ccccc2)C(C(C)=O)=C1C
25%	-8%	-19%	·	-4%	-8%	9%[2.33 µM]	26%	17%	CCCN(CC(=O)Nc1ccccc1OC)C(=O)c1cc(-c2ccccc2)nn1-c1ccccc1
8%	-7%	6%	7%	-35%	10%	-8%	16%	8%	Cc1ccnc(NC(=O)COc2c(C)cc(C)cc2[N+](=O)[O-])c1
32%[activator]	i	-12%	-8%	10%	-17%	?	7%	21%	Cc1cccc(-c2noc(CN(C(=O)C(c3ccccc3)c3ccccc3)C(C)C)n2)c1
14%	·	12%	-3%	2%	?	-6%	4%	?	Fc1cnc(Cl)nc1NC1CCCCC1
41%[activator]	0%	12%	1%	-10%	-21%	10%[59 µM]	-3%	4%	CCCCNC(=O)CSC1=Nc2ccccc2C2=NC(CCC(=O)NCc3ccccc3OC)C(=O)N12 (centres undefined)
23%[57 µM]	-3%	8%	-5%	-3%	-5%	5%[59 µM]	11%	-12%	COc1ccccc1CNC(=O)c1cc2cc(S(=O)(=O)N3CCCCC3)ccc2n1C
26%	-2%	-12%	·	·	-1%	·	-10%	27%	CC1CN(C2CCCCC2)C(=O)NC1=O (centres undefined)
35%	0%	2%	5%	6%	11%	-4%[59 µM]	-8%	-6%	COc1ccc(S(=O)(=O)NCc2ccc(C(=O)O)cc2)cc1
11%	i	4%	·	-10%	-14%	?	0%	17%	CCOc1ccc(OCC(=O)OCC(=O)NCC2CCCO2)cc1 (centres undefined)
10%	-1%	10%	-2%	4%	-7%	·	-1%	6%	Cc1ccc(-n2c(=O)cc(N3CC(C)CC(C)C3)[nH]c2=O)cc1 (centres undefined)
27%	5%	0%	-5%	7%	1%	-5%	?	114%[activator]	COc1cccc(N(C(=O)c2snc(C(N)=O)c2N)C(C(=O)NCC2CCCO2)c2ccc(F)cc2)c1 (centres undefined)
11%	-13%	2%	-2%	?	?	-19%	0%	1%	CC(C)(Cc1ccc(O)cc1)NC(=O)CC(=O)N=Nc1c(O)[nH]c2cc(Br)ccc12
387%[activator]	-3%	2%	2%	183%[activator]	282%[activator]	468%[activator]	0%	2%	COC(=O)c1cc2c(s1)-c1ccccc1OC2
-5%	i	-1%	0%	25%	27%	-40%	-1%	-1%	Cc1nn(-c2ccc(Br)cc2)c(=O)c2ccccc12
-25%	3%	0%	-5%	-9%	?	1%[12.7 µM]	-1%	-3%	COc1ccc(/C=C(\C#N)c2cc(OC)c(OC)cc2[N+](=O)[O-])cc1
20%	2%	-17%	2%	-4%	35µM*	1.3µM*	0%	10%	Cc1cc(-c2n[nH]c(=S)n2-c2ccccc2C)cs1
17%	i	-3%	·	8%	-10%	-9%[12.7 µM]	-9%	-10%	CC(OC(=O)/C=C/c1ccco1)C(=O)NC1CCCCC1C (centres undefined)
22%	5%	-12%	-1%	-7%	-24%	-3%[59 µM]	-17%	16%	CCOc1ccccc1C(=O)N1CCC(c2nc3ccccc3o2)CC1
-10%	5%	4%	-2%	?	-17%	8%	1%	19%	CC(=O)c1ccc(N2CCN(C(=O)CCS(=O)(=O)c3ccc4c(c3)NC(=O)CS4)CC2)cc1
9%	·	-6%	-3%	?	-17%	11%[59 µM]	2%	5%	CCn1c(SCC(=O)C(C)(C)C)nnc1-c1ccccn1
39%[activator]	·	15%	5%	-2%	-9%	6%	2%	3%	CCC(CC)NC(=O)COC(=O)CCC(=O)c1cccs1
